# Screens from PubChem BioAssay.
# OXTR potentiator = human OXTR potentiation | activation, % at 3 µM | P30559 | CHO-OTR cells, Fluo-8 calcium fluorescence, potentiator mode; 0% = oxytocin EC15, 100% = EC100 | AID 2445 | 320,000 compounds, 0.061% hits;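 active = activation above that plate's cutoff, the mean activation of tested compounds plus 3 SD, cut at about 6.6% in these data, passing the limit was not always enough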;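 also: 100% uses oxytocin at 75 nM as the full agonist control; some results filed as inactive read as strong as hits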
# Target sequence (P30559 whole entry, looked up): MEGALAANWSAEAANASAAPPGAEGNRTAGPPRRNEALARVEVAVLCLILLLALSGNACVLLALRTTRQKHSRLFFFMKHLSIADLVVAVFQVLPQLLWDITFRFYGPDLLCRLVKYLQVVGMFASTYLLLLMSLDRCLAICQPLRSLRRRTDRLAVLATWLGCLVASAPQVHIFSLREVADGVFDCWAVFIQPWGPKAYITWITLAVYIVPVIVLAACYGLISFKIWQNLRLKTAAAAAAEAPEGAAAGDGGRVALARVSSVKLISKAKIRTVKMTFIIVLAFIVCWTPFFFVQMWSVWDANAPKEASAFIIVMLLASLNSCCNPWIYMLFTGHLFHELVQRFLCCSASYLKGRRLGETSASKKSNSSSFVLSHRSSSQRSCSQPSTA
#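 test system = CHO-OTR cells, human receptor | compound = single-point 3.0 µM | schedule = 6 min compound pre-incubation at room temperature, 100 s kinetic read | signal = Fluo-8 no-wash calcium dye fluorescence, excitation 470-495 nm, emission 515-575 nm | repeats = single well per compound, singlicate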
# CHO-K1 Ca PAM = counter-screen for M1 PAMs: effect in parental CHO-K1 cells; ATP EC20, Fluo-8 calcium fluorescence; 0% at ATP EC20, 100% at ATP max; activation, % at 3 µM; 360,000 compounds, 0.02% hits; AID 602247;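 active = activation above the run cutoff, the mean activation of all test compounds plus 3 SD, cut at about 40% in these data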;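 also: peak over basal fluorescence ratio in a 140 s read after ATP addition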
# TAAR1 agonist = human TAAR1 agonism | Q96RJ0 | CHO RD-HGA16 TAAR1, Fluo-8 calcium fluorescence; vehicle wells 0%, saturating PEA agonist 100% | activation, % at 3 µM | 360,000 compounds, 0.99% hits | AID 624467;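 active = activation above the mean activation of all test compounds in the run plus 3 SD, cut at about 38% in these data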
#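 Test system: RD-HGA16 (CHO) cells co-expressing Gα16 and hTAAR1 / Benchmarks: DMSO vehicle as 0%, PEA at EC100 as 100% / Repeats: no replicates (n 1) / Measure: % activation from peak over basal fluorescence ratio, DMSO-to-PEA scaled / Timing: 17-24 h plating, Fluo-8 75 min 37 °C, 30 min RT / Technique: kinetic Fluo-8 calcium fluorescence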
# TAAR1 antagonist = antagonists of human TAAR1. Q96RJ0. CHO RD-HGA16 TAAR1, Fluo-8 calcium fluorescence, antagonist. inhibition, % at 3 µM. 360,000 compounds, 1.5% hits;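 active = inhibition above a per-plate cutoff, the mean inhibition of test compounds on that plate plus 3 SD, cut at about 49% in these data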;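 also: 0% = DMSO plus EC80 beta-PEA response and 100% = DMSO alone without agonist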
#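 Test system – hTAAR1-expressing CHO RD-HGA16 cells, Gα16-coupled · Also added – β-PEA at EC80 concentration, post-compound challenge · Compound – 3 µM, single point · Incubation – dye loading 75 min at 37 °C, then 30 min room temperature · Measured by – Fluo-8 intracellular calcium dye fluorescence, real-time kinetic reads · Benchmarks – vehicle and agonist controls · Replicates – singlicate, one well per test compound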
# M1 ag parental = nonselective activator or artifact in parental CHO-K1 cells. 360,000 compounds, 0.48% hits. activation, % at 3 µM. Fluo-8 calcium fluorescence; scaled to maximal ATP response, vehicle zero; in the data active = activation above about 15%;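 also: untransfected CHO-K1 host cells lacking M1 receptor as counterscreen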
# CHRM1 antagonist = human CHRM1 antagonism; AID 588852; inhibition, % at 3 µM; CHO-K1 hM1, Fluo-8 calcium fluorescence, ACh EC80 antagonist; P11229; 360,000 compounds, 1.3% hits;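 active = percent inhibition above its own plate's cutoff, namely the mean of that plate's compound wells plus 3 SD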;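 also: peak over basal fluorescence ratio during 140 s after agonist addition; 0% = ACh EC80 plus DMSO and 100% = DMSO alone without agonist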
# Target sequence (P11229 whole entry, looked up): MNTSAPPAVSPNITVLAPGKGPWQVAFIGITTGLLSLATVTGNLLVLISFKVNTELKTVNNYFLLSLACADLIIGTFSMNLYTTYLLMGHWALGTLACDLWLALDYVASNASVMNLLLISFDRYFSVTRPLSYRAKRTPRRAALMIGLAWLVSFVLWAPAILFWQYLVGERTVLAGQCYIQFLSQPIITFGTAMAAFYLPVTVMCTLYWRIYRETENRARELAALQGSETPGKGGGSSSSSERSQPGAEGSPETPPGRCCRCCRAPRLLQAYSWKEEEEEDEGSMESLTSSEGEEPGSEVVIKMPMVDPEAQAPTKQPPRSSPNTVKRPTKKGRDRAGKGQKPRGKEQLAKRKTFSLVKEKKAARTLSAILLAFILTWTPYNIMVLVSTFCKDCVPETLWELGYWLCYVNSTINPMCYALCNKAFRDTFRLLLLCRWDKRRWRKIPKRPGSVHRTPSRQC
# CHRM1 agonist = activates human CHRM1 receptor; AID 588814; CHO-K1 hM1, Fluo-8 calcium fluorescence, agonist mode; 0% DMSO, 100% acetylcholine EC100; P11229; activation, % at 3 µM; 360,000 compounds, 0.33% hits;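 active = activation above the run's mean compound activation plus 3 SD, cut at about 16% in these data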;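 also: peak over basal fluorescence ratio within a 140 s kinetic read after compound addition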
# CHO parental Ca = counter-screen for OX1R antagonists: effect in parental CHO cells; parental CHO-K1, ATP-induced calcium, Fluo-8 fluorescence; AID 463079; inhibition, % at 5.6 µM; 330,000 compounds, 0.63% hits;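 active = inhibition above that plate's mean sample inhibition plus 3 SD, cut at about 26% in these data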;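 also: 0% = ATP-challenged DMSO wells and 100% = DMSO wells without ATP; some compounds past the cut are filed as inactive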
#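 Test system: untransfected parental CHO cell line; also added: ATP stimulus; dosing: 5.6 µM, single dose; signal: calcium-sensitive Fluo-8 fluorescence; measure: percent inhibition of ATP-evoked calcium rise, normalized to controls; benchmarks: low control ATP plus DMSO, high control DMSO only; replication: one well per compound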
# CHO-K1 Ca antag = M1 antagonist counterscreen hit in parental CHO-K1 cells; inhibition, % at 3 µM; 360,000 compounds, 0.6% hits; ATP-induced calcium, Fluo-8 fluorescence; AID 602250;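 active = inhibition above a per-plate cutoff, the plate's mean sample inhibition plus 3 SD, cut at about 24% in these data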;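 also: 0% = DMSO plus EC80 ATP and 100% = DMSO alone without ATP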
# Active calls of the source: *; · = no result given.
# Value order – OXTR potentiator	CHO-K1 Ca PAM	TAAR1 agonist	TAAR1 antagonist	M1 ag parental	CHRM1 antagonist	CHRM1 agonist	CHO parental Ca	CHO-K1 Ca antag
- CCOP(=O)(OCC)C(CC)N1CCOCC1 (stereo not drawn)
  -12	16	3	11	0.9	-11	-3	16	0
- CC[N+](C)(CC)CCCOC(=O)C(O)(c1ccccc1)C1CCCCC1 (stereo not drawn)
  -6	32	3	1	0.4	96*	-9	-11	-9
- C1=CC(Cc2cncs2)c2ccccc21 (stereo not drawn)
  -3	16	12	6	-0.1	-1	-8	-22	-18
- O=[N+]([O-])c1nccn1CC(O)CN1CC1 (stereo not drawn)
  ·	-4	20	-28	-0.3	6	15	·	5
- O=C1C(c2ccccc2)=C(N2CC2)c2ccccc21
  -3	14	2	-15	-0.9	10	-5	-14	-11
- CCc1nc2ccccc2c(=O)n1-c1ccc2ccccc2c1
  -5	22	9	-15	0.4	-9	-3	-15	-20
- Cc1ccc(OP(=O)(NCc2ccccc2)Oc2ccc(C)cc2)cc1
  -6	15	6	30	1.9	5	-6	-11	-2
- CC(=O)N1Cc2cnnn2-c2ccccc2C1(C#N)Cc1ccccc1 (stereo not drawn)
  ·	16	2	2	0.6	-16	1	·	-15
- O=[N+]([O-])c1ccc(N2CCOCC2)c2cccnc12
  -6	6	2	-10	0.5	-11	-2	-2	-4
- COc1cc(C(=O)OC2C[C@H]3CC[C@@H](C2)N3C)ccc1O (stereo partly drawn)
  ·	8	0	-5	0.6	0	-10	·	-10
- O=S(=O)(c1ccccc1)N1CN2CCN(C2)C1
  -14	2	8	-8	0.1	-8	-1	-5	-6
- O=C(c1cc2cc3ccc(Cl)cc3nc2o1)N1CCC2(CC1)OCCO2
  1	17	1	-8	-0.1	-22	-5	-12	-6
- OC1(c2ccc(F)cc2)CCNC1 (stereo not drawn)
  -3	12	13	-3	0.5	-9	-7	7	-10
- NC(N)=Nc1ccc2[nH]c3c(c2c1)C[C@@]1(O)[C@H]2Cc4ccc(O)c5c4[C@@]1(CCN2CC1CC1)[C@H]3O5
  -5	9	·	·	4.6	7	-7	4	-1
- CO[C@H]1C=C2CCN(C)[C@H]2C2c3cc4c(cc3C(=O)O[C@@H]21)OCO4 (stereo partly drawn)
  -7	20	2	-30	0.6	-45	-2	0	-2
- NCCNc1ccc([N+](=O)[O-])c2cccnc12
  -5	8	0	4	-0.4	-1	-6	2	-14
- CCc1ccc2nc(N3CCC(C(=O)N4CCC5(CC4)OCCO5)CC3)sc2c1
  -16	7	3	-6	3.5	41*	-8	0	11
- CCC(CC)C1C(C#N)=C(N)Oc2c1c(=O)oc1ccccc21 (stereo not drawn)
  -13	27	16	43	12	8	-1	-28	-7
- O=C1NC(=O)C2(CCN(c3ccccc3)CC2)C(=O)N1
  ·	9	3	-1	0.2	12	-1	·	-2
- CCC(=O)c1cn(Cc2ccccc2)c2ccccc12
  1	16	11	0	0.1	-9	-3	-7	-22
- Cc1cccc(CN2CCCN(Cc3ccc(Cl)cc3)S2(=O)=O)c1
  -7	7	-2	20	-0.9	1	-6	14	0
- CCOc1ccc(-n2c(O)c(/C=C3\C=Nc4ccccc43)c(=O)[nH]c2=O)cc1
  -8	-4	14	-4	0.5	-4	-2	-5	-2
- CCCc1cc(=O)oc2cc(OCC(=O)N3C[C@H]4C[C@@H](C3)c3cccc(=O)n3C4)ccc12
  5	11	2	2	-0.1	-9	-9	-17	-2
- COC(=O)C1=C(c2ccccc2OCc2ccccc2)C[C@@H]2CC[C@H]1N2C(=O)NC1CCN(Cc2ccccc2)CC1
  -5	1	14	16	-0.3	-8	-11	-32	-13
- c1ccc2sc(C3CCNCC3)nc2c1
  ·	11	-1	-6	0.5	-7	-10	·	-12
- CCCCn1c(O)c(C=NCc2ccc3c(c2)OCO3)c(=O)[nH]c1=O
  -4	13	3	8	3.1	-4	-3	-25	-12
- CC(C(=O)N1CCC2(CC1)OCCO2)C1Sc2ccccc2NC1=O (stereo not drawn)
  2	11	-1	0	0.6	-12	-3	-12	-3
- COC(=O)C1=C(c2ccccc2)C[C@@H]2CC[C@H]1N2C(=O)N1CCC(O)CC1
  -3	16	10	-8	1.4	-13	-1	8	-13
- O=P(Oc1ccccc1)(Oc1ccccc1)C(O)c1ccc(Cl)cc1 (stereo not drawn)
  -6	8	1	14	0.9	7	-3	1	-15
- COC(=O)c1c(C)[nH]c(C(=O)C(Cc2ccccc2)N(C)C)c1C (stereo not drawn)
  -10	-1	11	-3	-0.1	-19	-4	-14	7
- CCN1CCN(Cc2cc(C(C)(C)C)c(O)c(C(C)(C)C)c2)CC1
  -8	·	3	1	·	·	·	-13	·
- COC1C(OC(=O)c2ccc(C)[nH]2)C(O)C(Oc2ccc3c(O)c(NC(=O)c4ccc(O)c(CC=C(C)C)c4)c(=O)oc3c2Cl)OC1(C)C (stereo not drawn)
  -7	-4	-2	12	-0.8	-17	-2	32*	12
- CC(C)(C)N(NC(=O)c1ccccc1)C(=O)c1ccccc1
  0	-6	6	16	-0.2	-12	-3	-8	8
- Cc1cccc(CN2CCCC(C(=O)c3ccc4c(c3)OCO4)C2)n1 (stereo not drawn)
  -3	-7	3	6	-0.1	33*	-13	-11	4
- COc1ccc(-n2nc(C(=O)NCC(=O)N3CCC4(CC3)OCCO4)c3ccccc3c2=O)c(OC)c1
  -8	0	3	11	0.3	-1	-5	-26	-13
- CN(C)c1ccccc1
  ·	3	1	-29	0.3	3	-4	·	-3
- O=C(CCC(=O)N1CCOc2ccc(Cl)cc21)N1CCC2(CC1)OCCO2
  -4	6	1	-6	0.3	-6	-4	-3	-15
- Fc1ccc(CCNCc2ccc(Cl)c(Cl)c2)cc1
  -9	22	33	5	8.2	-8	5	-18	-19
- Cc1cc(OC(=O)CCCNC(=O)OC(C)(C)C)c2c3c(c(=O)oc2c1)CCC3
  2	3	6	12	0.5	8	-3	-9	1
- O=c1[nH]c(=S)n(Cc2ccc(F)cc2)c(O)c1C=NCC1CCCO1 (stereo not drawn)
  -4	4	0	-2	0.1	-6	-4	-13	-4
- CN1C(=O)C(=Cc2cn(CC(=O)N3CCCC3)c3ccccc23)C(=O)N(C)C1=O
  -2	9	3	-34	0.1	-2	5	-3	3
- CCCC1C(C#N)=C(N)Oc2c1c(=O)oc1ccccc21 (stereo not drawn)
  4	13	8	17	0.1	-4	-2	-11	-12
- CC(=NCc1ccc2c(c1)OCO2)c1c(O)n(C)c(=O)n(C)c1=O
  -4	-8	14	5	2.0	-4	0	-5	1
- CCOC(=O)C1=C(NC(=S)NC(=O)c2ccccc2)c2ccccc2CC12CCCC2
  ·	38	8	38	3.7	18	-2	·	-7
- N#CC(C#N)=Cc1ccc(N2CCOCC2)cc1
  -4	15	2	6	2.1	-6	-2	-4	-11
- COC(=O)C1=C(c2ccc(Cl)c(C(F)(F)F)c2)C[C@@H]2CC[C@H]1N2C
  -4	8	9	7	0.0	32*	-8	-8	-3
- COc1ccc(N2C(=O)C(=O)N(c3ccc(OC)cc3)P2(=O)N(CCCl)CCCl)cc1
  ·	2	2	3	0.3	1	1	·	4
- COc1ccc(OC(=O)N(C)C[C@@H]2OCc3cnnn3CCCC(=O)N([C@@H](C)CO)C[C@@H]2C)cc1
  ·	14	4	-4	0.3	-2	-2	·	-6
- CN1CCN(c2ncnc3c2cnn3C)CC1
  2	1	1	-7	0.3	-12	-1	-20	-6
- CCOC(=O)CC1c2ccccc2-n2nncc2CN1CC1CCCCC1 (stereo not drawn)
  ·	18	4	-12	-0.1	-4	-5	·	-19
- CCC(=NCC1CCCO1)c1c(O)n(-c2ccc(Cl)cc2)c(=O)[nH]c1=O (stereo not drawn)
  -9	-2	16	8	0.0	-17	-1	-26	3
- Cc1ccc2c(c1)CC1(CN2C)C(=O)NC(=O)N(CCC2=CCCCC2)C1=O (stereo not drawn)
  -10	5	3	-10	0.8	10	-2	-15	-17
- Cc1cc(C(=O)CN2CCCC2)c(C)n1-c1ccc(F)cc1
  -5	9	0	-15	0.7	0	-4	-11	-6
- CC(=O)OC1CC(OC2C(O)CC(OC3C(O)CC(OC4CCC5(C)C(CCC6C5CCC5(C)C(C7=CC(=O)OC7)C(O)CC65O)C4)OC3C)OC2C)OC(C)C1OC1OC(CO)C(O)C(O)C1O (stereo not drawn)
  ·	17	-1	-22	0.3	-24	2	·	-20
- CN1C(=O)C(c2ccccc2)C(=O)N(C)C1=O
  4	-6	3	-49	0.4	-11	-3	7	-2
- Cc1ccccc1Cc1c(C)nc2nc(SCC(=O)N3CCC4(CC3)OCCO4)nn2c1C
  -15	15	2	15	1.6	7	-4	-16	-21
- CCc1nn2c(=O)c(F)c(N3CCNCC3)nc2s1
  ·	-8	2	4	0.0	12	-5	·	-1
- CCCC(C)C1(CC)C(=O)NC(=Nc2ccc(F)cc2)NC1=O (stereo not drawn)
  -15	7	12	12	3.3	-1	2	3	-12
- CC12CCC3C(CCC4(O)CC(O)CCC34C=O)C1(O)CCC2C1=CC(=O)OC1 (stereo not drawn)
  ·	9	1	-5	0.5	-8	-2	·	-10
- COc1cc(C(CN)CC(=O)O)ccc1O (stereo not drawn)
  5	4	0	3	1.3	-21	-1	-5	-4

# More structures.
# Value order – OXTR potentiator	CHO-K1 Ca PAM	TAAR1 agonist	TAAR1 antagonist	M1 ag parental	CHRM1 antagonist	CHRM1 agonist	CHO parental Ca	CHO-K1 Ca antag
- COc1ccc(-n2c(O)c(C=NCCN(C)C)c(=O)[nH]c2=O)cc1
  -8	10	5	-32	4.0	-6	-1	2	-8
- CCC(CO)(C(=O)OC1C[N+]2(C)CCC1CC2)c1ccccc1 (stereo not drawn)
  -2	3	1	20	0.1	99*	-14	-2	4
- Cc1nc2ccccc2c(=O)n1-c1cccnc1
  2	24	7	5	0.3	21	-2	-10	-8
- COc1ccc(-n2c(O)c(C(C)=NCCc3c[nH]c4ccccc34)c(=O)[nH]c2=O)cc1
  -1	5	3	-15	0.3	-19	-2	-8	-6
- Cc1ccccc1CN1CCN(c2ccc(Cl)cc2)CC1
  -4	19	3	-15	0.7	-8	-6	-16	-10

# Only part of the results is shown; the hit share may differ from the screen's.
